Bioassay records from PubChem.
PvdQ acylase: blocks Pseudomonas aeruginosa PvdQ acylase activity; purified PvdQ acylase, fluorescence plate reader; inhibition, % at 10 µM; actives 0.063% (n = 340,000); in the data active = inhibition above about 30%, passing the limit was not always enough; inconclusive = no clear call, values can overlap the other calls;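 note: 0% = vehicle neutral wells and 100% = reference inhibitor wells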
CDK5 inh: blocks human CDK5/p35 kinase activity | Recombinant CDK5/p35, ADP-Glo luminescence, 60 min | inhibition, % at 10 µM | Q00535+Q15078 | actives 0.01% (n = 330,000) | AID 488839;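 active = highest replicate inhibition of at least 50% and at least 75% of replicates reaching 50%; inconclusive = only one of the two criteria met; inactive = both criteria failed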;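 note: plate controls were DMSO neutral control for no effect and GW8510 at 10 µM for full effect; many of its hits are not listed in these tables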
Target sequence (Q00535 whole entry, looked up): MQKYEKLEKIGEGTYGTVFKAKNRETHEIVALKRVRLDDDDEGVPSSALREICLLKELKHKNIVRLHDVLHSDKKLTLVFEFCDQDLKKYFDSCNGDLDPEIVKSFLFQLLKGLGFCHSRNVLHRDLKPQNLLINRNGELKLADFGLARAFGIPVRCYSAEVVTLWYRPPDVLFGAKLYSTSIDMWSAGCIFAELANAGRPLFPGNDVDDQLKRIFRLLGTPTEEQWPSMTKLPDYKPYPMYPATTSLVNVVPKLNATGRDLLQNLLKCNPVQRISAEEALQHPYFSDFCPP
Target sequence (Q15078 whole entry, looked up): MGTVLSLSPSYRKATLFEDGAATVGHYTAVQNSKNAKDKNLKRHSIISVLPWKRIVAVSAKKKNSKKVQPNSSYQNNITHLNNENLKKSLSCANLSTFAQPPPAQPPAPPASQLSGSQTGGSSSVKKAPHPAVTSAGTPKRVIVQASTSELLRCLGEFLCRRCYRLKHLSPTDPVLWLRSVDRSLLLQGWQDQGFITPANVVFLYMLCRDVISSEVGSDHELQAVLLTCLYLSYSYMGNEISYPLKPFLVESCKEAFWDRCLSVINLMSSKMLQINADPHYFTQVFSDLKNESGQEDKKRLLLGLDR
RTF Ca sens act: cardiac RTF calcium sensitization. actives 0.24% (n = 340,000). P19429+P45379. AID 493008. activation, % at 7.2 µM. IANBD-labeled TnC RTF fluorescence at EC20 calcium; 0% EC20 calcium, 100% full calcium;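 active = activation above the mean over all tested compounds plus 3 SD, cut at about 30% in these data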;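 note: rise in fluorescence read as greater calcium sensitivity of cardiac thin filaments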
HTR5A ag ctr: counter-screen for OPRM1-OPRD1 agonists: human HTR5A agonism. AID 504692. activation, % at 9.3 µM. HTR5A agonist assay, luminescence, cell-based. actives 0.61% (n = 340,000); in the data active = activation mostly above about 9.5%, no sharp cut-off; inactive = mostly below about 7.6%;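 note: 0% = cells with vehicle only and 100% = reference agonist; strong numbers were not always called active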
Wnt bcat act: activators of Wnt/beta-catenin signaling. Wnt/beta-catenin reporter cell assay, activator, plate reader. activation, % at 9.35 µM. actives 1.2% (n = 300,000); in the data active = activation above about 30%, passing the limit was not always enough; inconclusive = no clear call, values can overlap the other calls;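 note: 0% = neutral control wells and 100% = positive control wells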
Rtt109 Vps75: inhibitors of Candida albicans Rtt109/Vps75 histone acetyltransferase | purified Rtt109/Vps75, ThioGlo CoA-SH fluorescence, 4 h | inhibition, % at 34.9 µM | actives 0.16% (n = 330,000) | AID 540336;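 active = inhibition of at least 50% in every replicate; inconclusive = best replicate reaches 50% inhibition but some replicates fall short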
SR-BI uptake up: activators of SR-BI mediated HDL lipid uptake. actives 0.096% (n = 320,000). activation, % at 12.5 µM. AID 504775. CHO ldlA[mSR-BI] cells, DiI-HDL uptake fluorescence, 3 h; 100 = double the neutral-control signal;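 active = mean replicate activation of at least 60% and every replicate at or above 60%; inconclusive = mean or all-replicate condition met, but not both; inactive = mean below 60% and not all replicates reaching 60%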;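 note: 0% = median plate neutral-control signal and 100% = twice that signal; values of inactives mirror those of a sister screen read the other way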
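Assay system: CHO ldlA[mSR-BI] cells, LDL receptor-null, SR-BI overexpressing; medium: Ham's F12 with 0.5% BSA, HEPES 25 mM, pH 7.4; also added: DiI-HDL 10 µg/mL; timing: 3 h uptake period with compound, 37 °C; signal: DiI fluorescence, bottom read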
dFosB activator: activators of mouse delta FosB homodimer; purified delta FosB, TAMRA-CDK5 oligo fluorescence polarization; percent of positive-control signal above neutral wells; P13346; actives 0.99% (n = 340,000); activation, % at 25 µM;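 active = mean activation above about 17%, with every replicate also reaching it, limit read from the data, passing the limit was not always enough; inconclusive = only one of the two conditions met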;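 note: fluorescence polarization rise as delta FosB binds a TAMRA Cdk5 AP-1 oligo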
MITF act: increases MITF-driven TRPM1 promoter luciferase signal; actives 0.75% (n = 300,000); SK-MEL-5 TRPM1-promoter luciferase, 24 h; % of positive control, neutral wells = 0; activation, % at 12.5 µM;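 active = mean activation of at least 80% with every replicate also reaching 80%; inconclusive = mean reaches 80% but some replicate falls short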;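 note: 0% = neutral control wells and 100% = parthenolide positive control wells; values of inactives mirror those of a sister screen read the other way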
SR-BI HDL uptake: blocks mouse SR-BI lipid uptake from DiI-HDL; ldlA[mSR-BI] CHO cells, DiI-HDL uptake fluorescence, 3 h; inhibition, % at 12.5 µM; AID 488896; Q61009; actives 0.96% (n = 320,000);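 active = mean replicate inhibition of at least 70% and a set share of replicates each scoring 70 or more; inconclusive = meets just one of the two criteria; inactive = fails both criteria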;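 note: 0% = median of neutral control wells and 100% = median of positive control wells; values of inactives mirror those of a sister screen read the other way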
Target sequence (Q61009 whole entry, looked up): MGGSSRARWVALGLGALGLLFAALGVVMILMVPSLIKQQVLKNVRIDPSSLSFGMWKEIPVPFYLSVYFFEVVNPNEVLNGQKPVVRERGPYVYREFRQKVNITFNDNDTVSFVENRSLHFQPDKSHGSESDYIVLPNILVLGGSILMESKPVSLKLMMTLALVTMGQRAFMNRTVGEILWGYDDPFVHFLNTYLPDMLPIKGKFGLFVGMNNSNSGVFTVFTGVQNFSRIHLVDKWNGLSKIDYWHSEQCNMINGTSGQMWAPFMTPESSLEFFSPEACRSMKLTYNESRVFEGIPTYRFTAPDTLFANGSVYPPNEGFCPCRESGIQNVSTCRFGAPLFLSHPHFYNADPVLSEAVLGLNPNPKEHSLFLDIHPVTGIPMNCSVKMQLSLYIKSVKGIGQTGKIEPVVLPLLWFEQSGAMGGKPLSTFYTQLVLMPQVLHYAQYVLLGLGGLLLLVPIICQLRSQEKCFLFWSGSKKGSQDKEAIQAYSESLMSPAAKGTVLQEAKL
Starred values were filed as active, the others as inactive; u = inconclusive; x = not tested or not shown.

The line under a structure holds: PvdQ acylase	CDK5 inh	RTF Ca sens act	HTR5A ag ctr	Wnt bcat act	Rtt109 Vps75	SR-BI uptake up	dFosB activator	MITF act	SR-BI HDL uptake
COc1ccc(NC(=O)CNc2cc(C)ccc2C)cc1S(=O)(=O)N1CCOCC1
 : 0	1.2	6	1	1	-3	7	-9	-11	-7
COc1ccc(CN2CCC(Oc3ccc(C(=O)NCc4ccccn4)cc3)CC2)c(F)c1
 : -7	0.4	-3	-6	0	5	1	-7	8	-1
Cc1cc(S(=O)(=O)NCC2CC2)c(Cl)cc1Cl
 : 107*	0.2	0	-1	0	10	-22	2	4	22
CC(=O)NC1(c2ccccc2)CCN(CC(=O)N2CCC(C)CC2)CC1
 : 9	-1.1	2	-4	0	-1	8	-1	-3	-8
Cc1ccc(C(=O)NN(CCC#N)C2=NS(=O)(=O)c3ccccc32)cc1
 : -3	-0.4	-8	1	-1	3	7	1	7	-7
Cn1cc(-c2nnnn2-c2ccc(Cl)cc2)c(=O)c2ccccc21
 : -1	1.0	-7	-3	x	3	-3	2	-5	3
CN(C)C(=O)c1cc(C(=O)c2ccc(F)cc2C(F)(F)F)c[nH]1
 : 11	-0.6	3	-2	-1	-3	4	7	-3	-4
Cc1ccc(S(=O)(=O)N2CCC(=O)N(C(COC(=O)Nc3ccccc3)Cc3ccccc3)CC2)cc1 (stereo not given)
 : -8	-0.6	2	9	3	0	-43	1	8	43
CCOc1ccc(C(=O)Nc2cc(=O)n(C)c(=O)n2C)cc1
 : -16	-0.9	-2	-1	-1	-1	-3	0	-2	3
Cc1cc(C)nc(Nc2nc(C)c3cc4c(cc3n2)OCO4)n1
 : 2	-4.3	-7	5	-4	5	-1	2	x	1
CC1CC(=O)N(C)c2ccc([N+](=O)[O-])cc2N1 (stereo not given)
 : 5	0.7	5	3	2	2	1	-7	5	-1
Cc1nc2sccn2c(=O)c1S(=O)(=O)NCC1CCN(Cc2ccccc2Cl)CC1
 : 8	1.1	-2	-3	-2	4	25	-1	-3	-25
CC(C)(C)CC(=O)Nc1nnc(SCC(=O)NC2CCCC2)s1
 : -12	0.9	-3	-1	-3	4	20	-6	-5	-20
Nc1nc(Nc2ccccc2F)nc(NCc2ccccc2)c1[N+](=O)[O-]
 : 15	-0.5	-3	-1	4	-8	-34	u	-2	34
COC(=O)c1cn(NC(=O)c2ccc(OC)c(OC)c2)c(=O)c2ccccc12
 : -5	-0.4	-2	4	x	0	-12	-7	x	12
N#Cc1nc(COc2ccc(F)cc2)oc1N1CCCC1
 : -14	-0.7	-1	0	-7	12	-4	-4	17	4
COc1ccc(-c2cnc3ncnn3c2N)cc1
 : -15	-1.1	0	4	-1	0	14	-1	-6	-14
CCCCNC(=O)COC(=O)c1ccccc1F
 : -15	0.2	5	6	1	-4	27	2	10	-27
CCOC(=O)C1CCCN(C(=O)c2ccc(NS(=O)(=O)c3ccc4[nH]c(=O)[nH]c4c3)cc2)C1 (stereo not given)
 : 12	2.6	1	13	-2	24	5	-5	8	-5
O=C(Cc1csc(N2CCOCC2)n1)N/N=C/c1ccc(F)cc1
 : -7	-0.4	2	-3	x	0	-25	-6	-2	25
COc1ccc(NC(=O)NCCCCc2ccccc2)cc1
 : -13	-3.1	-3	-9	7	-1	x	-3	2	-30
C#CCn1c(=O)c2c(ncn2C)n(C)c1=O
 : -22	-1.7	10	1	0	-4	4	0	-2	-4
Cc1cc(Br)ccc1OCCNCc1ccccc1
 : 8	0.4	-2	0	-2	3	36	1	2	-36
CC/C(O)=C1\C(=O)CCCC1=NCCc1c(C)[nH]c2ccc(C)cc12
 : 8	4.2	7	-1	-4	12	15	-9	10	-15
Cc1ccc(C(=O)Nc2ccc3c(c2)nc2n3CCSC2)cc1
 : -2	1.4	0	6	33*	2	-27	-5	x	27
Cc1ccc(NS(=O)(=O)c2cc(C(=O)Nc3cccc(N(C)S(C)(=O)=O)c3)ccc2C)c(C)c1
 : -8	0.2	-4	2	-2	-9	-50	-4	-3	50
Cc1cccc(NC(=O)NCc2ccc3c(c2)OCO3)c1C
 : 3	0.8	7	2	0	-10	-9	6	-3	9
O=C(O)CCn1cc(-c2ccc(Cl)cc2)nc1-c1ccc(Cl)nc1
 : -10	1.0	9	-4	-1	8	-1	-3	-5	1
O=C(CCn1nnc2ccccc2c1=O)N[C@@H](Cc1ccccc1)C(=O)O
 : -10	-0.3	2	-1	x	x	13	-3	x	-13
O=C(O)C1Nc2ccc(C(F)(F)F)cc2C2OCCC12 (stereo not given)
 : -6	-0.4	-2	8	-3	7	8	-7	-5	-8
COc1cccc(NC(=O)N2CCCC2C(=O)NC23CC4CC(CC(C4)C2)C3)c1 (stereo not given)
 : -12	-2.9	-4	-1	-2	0	19	-1	9	-19
COC(=O)c1ccccc1NC(=O)c1cn(-c2ccc(C)c(C)c2)c(=O)c2ccccc12
 : -2	0.0	4	-4	x	-4	x	-18	-1	x
Cc1ccc2[nH]c(=O)c(COC(=O)c3ccccn3)cc2c1
 : 1	0.0	-5	1	2	15	-2	-5	6	2
Cc1ccc(S(=O)(=O)N2CCN(Cc3nc4ccccc4[nH]3)CC2)cc1C
 : -2	-1.3	-4	-6	x	-8	30	-14	14	-30
Cc1ccc(C)c(NC(=O)CN(C)C(=O)c2cccc(S(=O)(=O)N(C)C)c2)c1
 : -8	1.2	-4	-2	-2	4	18	6	-12	-18
CCOC(=O)C1=C(C)NC2=C(C(=O)CC(C)(C)C2)C1c1ccc2c(c1)CCCN2C (stereo not given)
 : -7	0.2	5	0	x	-18	-2	0	-9	2
COc1ccc(NC(=O)c2ccco2)cc1S(=O)(=O)N1CCOCC1
 : 0	-1.4	5	0	-1	0	1	-8	7	-1
CCCC(C(=O)NC1CCCC1)N(CCCN1CCOCC1)C(=O)c1snc(C(N)=O)c1N (stereo not given)
 : -15	-3.4	-4	0	-1	-5	-6	7	-13	6
O=C(Cc1ccccc1)Nc1nc(=O)c2ccccc2s1
 : -21	1.6	-3	-7	x	4	34	8	14	-34
O=C(c1ccco1)N1CCN(Cc2nnnn2CC2CCCO2)CC1 (stereo not given)
 : -5	-2.4	-2	-3	3	-19	9	1	0	-9
CC(C)(C)NC(=O)C(c1ccc(Cl)cc1)N(CCO)C(=O)c1snc(C(N)=O)c1N (stereo not given)
 : -19	1.6	3	-3	6	0	16	-4	x	-16
N#Cc1c(NC(=O)c2ccccc2)sc2c1CCC2
 : 1	-0.8	0	-1	x	-2	-49	-2	44	49
CCOC(=O)Cc1c(C)nc(-c2ccccc2)[nH]c1=O
 : -13	-1.9	4	-3	x	0	-8	6	-4	8
O=C(Nc1ccc2oc(-c3cccc(F)c3)nc2c1)c1ccccc1F
 : -13	0.6	-6	5	7	-5	-30	3	60	30
CC(C)C(OC(=O)c1ccco1)C(=O)NCc1cccs1 (stereo not given)
 : -4	1.1	5	1	x	13	13	3	x	-13
COc1ccccc1CCn1cnc2c3cc(C)ccc3n(C)c2c1=O
 : -1	-2.8	2	1	1	6	0	5	15	37
Fc1ccc2nc(Nc3ccccc3)sc2c1
 : -1	-1.1	2	6	1	-1	-17	9	u	17
CCc1ccc(NC(=O)CN(C(=O)N2CCN(CC)CC2)S(=O)(=O)c2ccc(C)cc2)cc1
 : -2	0.3	0	3	-3	9	9	-4	-7	-9
Cc1ccc(C)c(N2CC(C(=O)Nc3cc(C)on3)CC2=O)c1 (stereo not given)
 : 3	9.9	-2	9	-3	-9	4	0	1	-4
COc1ccc(N(CC(=O)N2CCc3ccccc3C2)S(=O)(=O)c2c(C)[nH]c(=O)[nH]c2=O)cc1
 : -14	-0.9	0	4	-2	14	8	-5	x	-8
CCOc1cc(N2CCOCC2)c(OCC)cc1NC1=NCCCCC1
 : -11	-0.7	0	2	x	19	0	6	2	0
Cc1ccc2nc(C)cc(Cl)c2c1
 : -7	0.3	-3	0	x	x	5	-3	4	-5
CN(CC(=O)Nc1n[nH]c(=S)s1)S(=O)(=O)c1cccc2cccnc12
 : 9	3.0	-5	1	-1	1	-5	-5	1	5
CC(=O)c1cc2c(=O)c3ccccc3oc2nc1C
 : -12	1.1	3	2	x	-5	11	-5	30	-11
CC(C)(C)NC(=O)CSc1nnc(NC(=O)c2ccccc2Cl)s1
 : 3	0.8	4	-4	2	2	16	0	16	-16
COc1ccc(CCNC(=O)CN2CCN(c3cccc(Cl)c3)CC2)cc1OC
 : -11	0.5	-3	8	-3	10	-26	-5	-4	26
c1csc(C2Nc3ccccc3-c3nc4ccccc4n32)c1 (stereo not given)
 : -21	1.9	0	0	80*	8	-17	-10	36	17
O=C(CN1C(=O)NC(Cc2ccccc2)C1=O)Nc1ccccc1F (stereo not given)
 : -12	-2.6	-1	3	1	-2	21	-3	0	-21
Cc1cc(C)c(C)c(S(=O)(=O)N2CCN(c3ncnc4ccccc34)CC2)c1C
 : -8	2.7	4	-2	6	4	-34	-18	-45	34
Cc1nn(C)c(C)c1NS(=O)(=O)c1ccc(OC(F)(F)F)cc1
 : -11	-4.9	3	1	-9	-3	17	-5	-4	-17

Continuation:
The line under a structure holds: PvdQ acylase	CDK5 inh	RTF Ca sens act	HTR5A ag ctr	Wnt bcat act	Rtt109 Vps75	SR-BI uptake up	dFosB activator	MITF act	SR-BI HDL uptake
CS(=O)(=O)c1ccc(NC(=O)c2cc3c(cc2Cl)N2CCCCCC2=NS3(=O)=O)cc1
 : -4	-0.4	-1	6	-1	-6	-11	-4	8	11
O=C(COC(=O)C1CC1)Nc1ncc(Cl)cc1Cl
 : -7	-2.8	-1	1	1	8	11	-2	-10	-11
COC(=O)c1ccc(/C=N\N2CCN(Cc3ccc(C)cc3)CC2)cc1
 : 6	-2.0	2	5	-2	0	2	-4	-5	-2
OC(COc1ccccc1)Cn1cc(Br)cn1 (stereo not given)
 : -12	-0.4	1	1	-4	-4	6	4	x	-6
CCN(CC)CCCNC(=O)Cn1ncc2c(=O)oc3ccc(C)cc3c21
 : -12	0.1	-6	8	-2	-2	3	-2	x	-3
COCCN(CC(=O)Nc1cccc(C)c1C)C(=O)c1ccc2ccccc2n1
 : -7	1.7	1	2	-4	-11	16	-10	11	-16
Cn1c(=O)c(=O)n(C)c2cc(S(=O)(=O)N3CCC(N4CCCCC4)CC3)ccc21
 : -7	0.7	4	3	-4	-8	8	-1	x	-8
COc1ccc(NC(=O)/C=C2\SC(=O)NC2=O)cc1
 : 1	0.5	0	1	2	3	13	2	3	-13
Cc1cc(Nc2ccc(C(=O)N3CCCCC3)cc2)c2cccc(C)c2n1
 : -9	0.3	2	0	-1	-6	7	-7	10	-7
CCN(CC)S(=O)(=O)c1cc(NC(=O)c2cc(-c3ccccn3)nc3ccccc23)ccc1C
 : -9	-4.7	-2	10	0	5	-49	3	1	49
COc1ccccc1-n1c(C)nnc1SCC(=O)NCc1ccccc1
 : -13	-2.7	6	-1	7	2	12	4	2	-12
